Bioassay records as filed in PubChem BioAssay.
SENP8 block: SENP8 (human) protease inhibition | Q96LD8 | recombinant SENP8, Nedd8 substrate fluorescence | inhibition, % at 20 µM | 360,000 tested, 0.64% active; in the data active = inhibition mostly above about 40%, no sharp cut-off; inactive = mostly below about 27%
Target sequence (Q96LD8 whole entry, looked up): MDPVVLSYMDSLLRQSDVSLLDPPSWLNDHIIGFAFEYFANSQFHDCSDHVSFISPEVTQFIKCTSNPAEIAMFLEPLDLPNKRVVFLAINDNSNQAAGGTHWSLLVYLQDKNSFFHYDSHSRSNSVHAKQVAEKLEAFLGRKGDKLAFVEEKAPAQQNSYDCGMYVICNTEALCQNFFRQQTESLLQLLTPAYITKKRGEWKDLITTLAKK
SENP1 inh: blocks the human SENP1 SUMO protease catalytic domain. 360,000 tested, 0.21% active. inhibition, % at 10 µM. recombinant SENP1 catalytic domain, CyPet-SUMO1-YPet FRET cleavage. AID 624204. Q9P0U3;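 active = inhibition at least 30% at 10 µM, raw YFP signal under a set limit, fluorescence ratio 0.5 to 1.5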;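 also: 0% = enzyme with DMSO and 100% = no enzyme wells; some results filed as inactive read as strong as hits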
Target sequence (Q9P0U3 419-644 limits assumed): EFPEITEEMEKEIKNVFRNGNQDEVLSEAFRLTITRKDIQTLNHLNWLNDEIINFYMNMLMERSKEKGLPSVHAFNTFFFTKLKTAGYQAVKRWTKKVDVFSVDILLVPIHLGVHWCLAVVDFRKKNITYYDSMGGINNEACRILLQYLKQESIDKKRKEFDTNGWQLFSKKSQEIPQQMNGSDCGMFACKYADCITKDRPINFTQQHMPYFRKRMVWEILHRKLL
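system = hSENP1 catalytic domain, recombinant | reagent = SFCypet-SUMO1-SFYpet substrate at 25 nM | doses = one dose per compound, 10 µM, 0.5% DMSO | incubation = enzyme reaction for 50 min at room temperature, dark | measured by = FRET, CFP and YFP emission | controls = no-enzyme low, enzyme-DMSO high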
* = called active by the depositor; i = inactive. Only part of the results is shown; count on the stated rates, not on these rows.

entry | canonical_smiles | SENP8 block | SENP1 inh
1 | CCCCN1C(=O)C(CC(=O)NCc2ccco2)CC(C(=O)N2CCOCC2)=C1C (configuration not stated) | 13 | 1
2 | O=C(NCc1ccc(F)cc1)c1cc(C2CCCCN2S(=O)(=O)c2cccc3cccnc23)on1 (configuration not stated) | 15 | 4
3 | CCOC(=O)[C@]12CCCC=C1N(Cc1cccc3ccccc13)C(=O)[C@H](CC(=O)NCc1ccc(OC)c(OC)c1)C2 | 16 | 2
4 | Cc1ccc(Cn2cc(CN3CC(N4CCN(Cc5ccccc5F)CC4)CS3(=O)=O)nn2)cc1 (configuration not stated) | 18 | 0
5 | O=C1N=c2ccccc2=C1c1c(O)n(-c2cccc(F)c2)[nH]c1=O | 28 | -6
6 | CC1(C(=O)NS(=O)(=O)c2ccc(Cl)cc2)CCN1C(=O)COc1ccc(Cl)cc1 (configuration not stated) | 5 | 0
7 | COc1cccc(S(=O)(=O)Nc2ccc3c(c2)C(=O)N(C)C[C@H](OC)[C@H](C)CN[C@@H](C)CO3)c1 | 20 | 1
8 | C[C@H](CO)N1C[C@H](C)[C@H](CN(C)C(=O)Nc2cccc(C(F)(F)F)c2)OCc2cnnn2CCCC1=O | -4 | 1
9 | COc1ccc(CCNS(=O)(=O)c2ccc(Br)s2)cc1 | -3 | 0
10 | O=C(N/N=C\c1ccc(CNS(=O)(=O)c2ccc(Cl)cc2)o1)C(=O)Nc1ccc(Oc2ccccc2)cc1 | 0 | -5
11 | CC(Oc1ccccc1F)C(=O)NNC(=O)Cc1ccc(S(=O)(=O)N2CCOCC2)s1 (configuration not stated) | -6 | 6
12 | COC(=O)c1c(-c2ccc(C)cc2)csc1NC(=O)Cc1ccc(OC)c(OC)c1 | -37 | -16
13 | CC1C(=O)N(Cc2cn(CC3CCCCC3)nn2)CCS(=O)(=O)N1Cc1ccc(-c2ccccc2)cc1 (configuration not stated) | 20 | 1
14 | c1ccc(-c2cc3nc(NCc4cccs4)ccn3n2)cc1 | i | -8
15 | COc1ccccc1C1/C(=C(/O)c2cnn(-c3ccccc3)c2C)C(=O)C(=O)N1CCN(C)C (configuration not stated) | 12 | -1
16 | COc1cccc(-c2ccc3c(c2)C2CC3CCN2C(=O)c2ccc(-c3ccccc3)cc2)c1 (configuration not stated) | -17 | 1
17 | O=C(NCc1ccccc1Cl)[C@H]1CCCN1C(=O)[C@H]1CCCN1 | 9 | 1
18 | Cc1ccc(-c2nc3ncccn3c2N)cc1 | -14 | 22
19 | COCCNC(=S)N(C)[C@H]1C[C@H]2c3cc(N4CCN(C)CC4)ccc3CCN2C(=O)[C@H]1[C@H](C)O | -6 | 0
20 | C[C@H](O)[C@@H]1C(=O)N2CCc3ccc(N4CCOCC4)cc3[C@@H]2C[C@@H]1N(C)C(=O)C(C)(C)C | -75 | -25
21 | O=C(CSc1ncn[nH]1)c1ccccc1 | 20 | -2
22 | O=C(Nc1cccc(Cl)c1)ON1CCCCC1 | 26 | 2
23 | C=CCNc1nc(NCCNC(C)=O)c2sc(-c3ccccc3)cc2n1 | -299 | 0
24 | CC(=O)Nc1ccc(NC(=O)C2Cc3c(-c4cccc(NC(C)=O)c4)ccnc3O2)cc1 (configuration not stated) | 7 | 0
25 | O=C(CCn1c(=O)c2cccn2c2cccnc21)NCCCN1CCN(c2ccc(F)cc2)CC1 | -7 | -1
26 | Cc1c(C(=O)NCc2ccc(Cl)c(Cl)c2)sc(=O)n1Cc1ccc(C(=O)N(C)C)cc1 | 14 | 0
27 | CC1CCCC(NC(=O)c2cc(S(=O)(=O)N3CCCCC3)c[nH]2)C1C (configuration not stated) | 9 | -1
28 | COc1ccc(/C=C/C(=O)c2c(O)c(OC)c3occc3c2OC)cc1 | 20 | 4
29 | COCCNc1nc(-c2cc(F)ccc2C)c2sc(-c3ccccc3)cc2n1 | i | -76
30 | CN(C)c1ccc(C(=O)C(=O)N2CCN(c3ccccc3)CC2)cc1 | -3 | 5
31 | CCc1nc2ccc(C(=O)Nc3cccc(OC)c3)cn2c1N(C)CCCc1ccccc1 | 4 | -15
32 | Cc1cc(C)cc(Cn2cc(CN3CC(N4CCN(C)CC4)CS3(=O)=O)nn2)c1 (configuration not stated) | 12 | -3

13 of the compounds above, with two lines to a compound.
Values run as follows: SENP8 block	SENP1 inh
14: c1ccc(-c2cc3nc(NCc4cccs4)ccn3n2)cc1
  i	-8
15: COc1ccccc1C1/C(=C(/O)c2cnn(-c3ccccc3)c2C)C(=O)C(=O)N1CCN(C)C (configuration not stated)
  12	-1
16: COc1cccc(-c2ccc3c(c2)C2CC3CCN2C(=O)c2ccc(-c3ccccc3)cc2)c1 (configuration not stated)
  -17	1
17: O=C(NCc1ccccc1Cl)[C@H]1CCCN1C(=O)[C@H]1CCCN1
  9	1
18: Cc1ccc(-c2nc3ncccn3c2N)cc1
  -14	22
19: COCCNC(=S)N(C)[C@H]1C[C@H]2c3cc(N4CCN(C)CC4)ccc3CCN2C(=O)[C@H]1[C@H](C)O
  -6	0
20: C[C@H](O)[C@@H]1C(=O)N2CCc3ccc(N4CCOCC4)cc3[C@@H]2C[C@@H]1N(C)C(=O)C(C)(C)C
  -75	-25
21: O=C(CSc1ncn[nH]1)c1ccccc1
  20	-2
22: O=C(Nc1cccc(Cl)c1)ON1CCCCC1
  26	2
23: C=CCNc1nc(NCCNC(C)=O)c2sc(-c3ccccc3)cc2n1
  -299	0
24: CC(=O)Nc1ccc(NC(=O)C2Cc3c(-c4cccc(NC(C)=O)c4)ccnc3O2)cc1 (configuration not stated)
  7	0
25: O=C(CCn1c(=O)c2cccn2c2cccnc21)NCCCN1CCN(c2ccc(F)cc2)CC1
  -7	-1
26: Cc1c(C(=O)NCc2ccc(Cl)c(Cl)c2)sc(=O)n1Cc1ccc(C(=O)N(C)C)cc1
  14	0

A second format for part of the listing above.
Screens in order – SENP8 block | SENP1 inh
#11 CC(Oc1ccccc1F)C(=O)NNC(=O)Cc1ccc(S(=O)(=O)N2CCOCC2)s1 (configuration not stated)
→ -6 | 6
#12 COC(=O)c1c(-c2ccc(C)cc2)csc1NC(=O)Cc1ccc(OC)c(OC)c1
→ -37 | -16
